Compound activity from PubChem.
NadD block: inhibitors of S. aureus NadD, primary screen, biochemical, colorimetric, uHTS; inhibition, % at 20 µM; Nicotinate-nucleotide adenylyltransferase NadD (Staphylococcus aureus N315); AID 602399, 2012; 360,000 tested, 0.78% active; purified NadD enzyme, colorimetric absorbance read-out; in the data active = inhibition above about 26%; note: some compounds past the cut are filed as inactive
CendR NRP1 mod: modulators of CendR peptide binding to NRP-1, primary screen, biochemical, fluorescence polarization, uHTS; FAM-RPARPAR peptide binding to NRP-1; Neuropilin-1 (Homo sapiens), O14786; inhibition, % at 25 µM; AID 602438, 2012; 360,000 tested, 0.85% active;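 active = inhibition or corrected inhibition above about 18%, plus a signal ratio from 0.5 to 1.5, limit read from the data, passing the limit was not always enough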; note: strong numbers were not always called active
SUMO1-SIM PPI: modulators of SUMO1 protein-protein interactions, primary screen, biochemical, uHTS; Small ubiquitin-related modifier 1 (Homo sapiens), P63165; SUMO1 binding to a labelled peptide, TR-FRET, 1 h; inhibition, % at 20 µM; 360,000 tested, 0.33% active; in the data active = inhibition above about 37%
Target sequence (P63165 whole entry, looked up): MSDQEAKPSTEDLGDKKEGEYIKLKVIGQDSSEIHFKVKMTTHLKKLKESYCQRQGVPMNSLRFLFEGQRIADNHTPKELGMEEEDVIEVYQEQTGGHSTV
SKN-1 inh: suppressors of acrylamide-induced Pgst-4::GFP reporter in worms, primary screen, SKN-1 inhibitor project, whole organism, uHTS, GFP/RFP fluorescence ratio, strain VP596; C. elegans VP596 Pgst-4::GFP/RFP ratio, 24 h; inhibition, % at 21.8 µM; 360,000 tested, 0.49% active; AID 624304, 2012;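 active = interference check ratio from 0.5 to 1.5 plus GFP to RFP signal ratio inhibition reaching or exceeding a fixed threshold, cut at about 30% in these data, passing the limit was not always enough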; note: some compounds called inactive have numbers as strong as hits
LMPTP block: LMPTP phosphatase inhibitors, primary screen, biochemical, fluorescence intensity, uHTS; inhibition, % at 20 µM; Low molecular weight phosphotyrosine protein phosphatase (Homo sapiens), P24666; recombinant LMPTP-A, OMFP fluorogenic substrate; 360,000 tested, 0.22% active; AID 651560, 2012;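 active = compounds that cut the enzyme signal by at least half of the control window in the single-dose screen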;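 note: plate controls were DMSO wells with enzyme plus substrate for no effect and substrate without enzyme for full effect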
Target sequence (P24666 whole entry, looked up): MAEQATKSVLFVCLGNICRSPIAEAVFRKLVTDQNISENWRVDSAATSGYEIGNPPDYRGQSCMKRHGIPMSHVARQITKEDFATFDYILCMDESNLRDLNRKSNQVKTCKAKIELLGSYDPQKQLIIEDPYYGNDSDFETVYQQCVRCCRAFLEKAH
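Test system: LMPTP-A, protein tyrosine phosphatase of low molecular weight; Input: 0.625 nM enzyme; Incubation: 50 min dark incubation at room temperature; Signal: endpoint fluorescence intensity from OMFP dephosphorylation; Read-out basis: % inhibition versus control wells.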
STEP inh: STEP phosphatase inhibitors, primary screen, biochemical, fluorescence intensity, uHTS | 360,000 tested, 0.25% active | recombinant STEP, OMFP fluorogenic substrate | AID 588621, 2011 | inhibition, % at 20 µM | Tyrosine-protein phosphatase non-receptor type 5 (Homo sapiens), P54829;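 active = inhibition at 20 µM, scaled per plate between control wells, above about 37%, limit read from the data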;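 note: 0% = DMSO with enzyme and substrate and 100% = substrate only without enzyme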
Target sequence (P54829 whole entry, looked up): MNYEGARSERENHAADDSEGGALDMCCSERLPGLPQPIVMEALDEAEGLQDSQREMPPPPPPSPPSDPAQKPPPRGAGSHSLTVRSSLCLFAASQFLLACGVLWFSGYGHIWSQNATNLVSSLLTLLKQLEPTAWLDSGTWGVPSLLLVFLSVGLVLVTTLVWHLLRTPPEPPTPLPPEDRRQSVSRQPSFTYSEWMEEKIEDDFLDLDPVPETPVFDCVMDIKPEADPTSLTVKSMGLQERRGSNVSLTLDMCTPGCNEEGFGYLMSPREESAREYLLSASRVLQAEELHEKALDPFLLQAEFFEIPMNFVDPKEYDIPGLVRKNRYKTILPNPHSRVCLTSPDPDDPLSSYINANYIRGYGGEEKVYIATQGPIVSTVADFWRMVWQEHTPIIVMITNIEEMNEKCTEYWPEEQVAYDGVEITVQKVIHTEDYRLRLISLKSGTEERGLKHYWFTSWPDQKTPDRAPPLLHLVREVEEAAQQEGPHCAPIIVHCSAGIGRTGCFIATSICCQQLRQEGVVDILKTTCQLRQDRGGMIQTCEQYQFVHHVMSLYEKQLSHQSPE
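Material: STEP (striatal-enriched tyrosine phosphatase) enzyme, cell-free | Medium: 50 mM Bis-Tris pH 6.0 with 2.5 mM DTT and 0.005% Tween 20 | Read-out: Percent inhibition scaled to no-enzyme and uninhibited-enzyme controls, plate-pattern corrected | Signal: Fluorescence read at 480 nm ex / 540 nm em | Times: 20 min reaction, room temperature, in the dark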
Neddylation inh: inhibitors of cullin neddylation, primary screen, biochemical, TR-FRET, uHTS, NAE and Ubc12; NEDD8-conjugating enzyme Ubc12 (Homo sapiens) + NEDD8-activating enzyme E1 regulatory …; calls only at 25 µM; 360,000 tested, 0.58% active; AID 651699, 2012; in the data active = inhibition above about 36%
Scp-1 inhibitor: Scp-1 phosphatase inhibitors, primary screen, biochemical, colorimetric, uHTS. Recombinant Scp1, phosphopeptide, malachite green phosphate absorbance. inhibition, % at 20 µM. 340,000 tested, 0.88% active. AID 493091, 2011. Carboxy-terminal domain RNA polymerase II polypeptide A small phosphatase 1 (Homo …;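 active = inhibition above about 50% at 20 µM, limit read from the data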;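 note: plate controls were DMSO wells with enzyme for no effect and wells lacking enzyme for full effect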
Target sequence (Q9GZU7 76-261 limits assumed): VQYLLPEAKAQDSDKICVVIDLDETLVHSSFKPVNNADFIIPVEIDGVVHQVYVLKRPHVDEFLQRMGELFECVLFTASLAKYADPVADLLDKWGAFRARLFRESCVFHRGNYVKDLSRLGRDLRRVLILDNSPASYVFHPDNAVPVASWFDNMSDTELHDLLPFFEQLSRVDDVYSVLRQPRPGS
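System: SCP-1 catalytic domain; Reagent: Phospho 17-mer peptide substrate; Doses: one concentration, 20 µM, with 1.0% DMSO; Incubation: 45 min room-temperature reaction, 5 min colour, 30 min stabiliser; Signal: Phosphate-binding colour reagent, absorbance read at 630 nm.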
DNMT1 inh: human DNMT1 methyltransferase inhibitors, primary screen, biochemical, molecular beacon, fluorescence, HinP1I cleavage, uHTS; inhibition (reported as % activation of signal), % at 10 µM; DNA (cytosine-5)-methyltransferase 1 (Homo sapiens), P26358; 360,000 tested, 0.83% active; in the data active = inhibition above about 50%
Tb MetRS inh: T. brucei MetRS inhibitors, primary screen, biochemical, luminescence. methionyl-tRNA synthetase (Trypanosoma brucei brucei). purified T. brucei MetRS, ATP depletion, Kinase-Glo luminescence. inhibition, % at 11.9 µM. 360,000 tested, 0.4% active;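 active = inhibition above a per-plate cutoff of the control wells' mean inhibition plus 3 SD, cut at about 5.5% in these data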;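 note: 0% = DMSO wells median and 100% = median of wells with control inhibitor compound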
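System: purified T. brucei MetRS enzyme / Detection: Kinase-Glo luciferase luminescence reporting remaining unconsumed ATP / Medium: HEPES buffer with MgCl2, KCl, DTT, spermine, BSA, pyrophosphatase / Replication: singlicate, one well per compound / Evaluation: percent inhibition relative to median high and low control wells / Schedule: 2 h aminoacylation at 25 °C after 15 min preincubation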
An asterisk follows results filed as active; i = inactive; · = no result given.

The line under a structure holds: NadD block, CendR NRP1 mod, SUMO1-SIM PPI, SKN-1 inh, LMPTP block, STEP inh, Neddylation inh, Scp-1 inhibitor, DNMT1 inh, Tb MetRS inh
> CC(NC(=O)Cn1cc(C(F)(F)F)cc(Cl)c1=O)c1ccccc1 (stereo unspecified)
→ -5, 8, -2, 22, 0.9, -2, i, -1, 1, 0.0
> O=C(CNC(=O)c1ccccc1)N/N=C/C=C/c1ccccc1
→ -1, 11, -27, -4, -1.0, 0, i, 13, 1, -0.3
> CCC(C)CCN1C(N(C)C)=NC[C@@H]1CC(C)C (stereo partly specified)
→ 1, 9, 0, -3, -1.2, -2, i, 3, 2, -0.1
> COC(=O)CC1C(=O)NCCN1C(=O)CSc1nnnn1-c1ccc(Cl)cc1 (stereo unspecified)
→ 0, -6, -4, 3, -0.1, -1, i, 2, 6, -0.8
> CCn1c(C)nc2cc(C(=O)NNS(=O)(=O)c3c(F)cc(F)c(Cl)c3F)ccc21
→ 2, 9, 4, 0, -0.5, -2, i, 13, 3, -0.6
> O=C(CCc1ccccc1Cl)Nc1cccc(S(=O)(=O)N2CCCC2)c1
→ -6, -6, 1, 1, 0.8, 1, i, -13, 0, 3.5
> Cc1ccc(S(=O)(=O)N2CCC(C(=O)OCC(=O)NC3(C#N)CCCCC3)CC2)cc1C
→ -6, -5, 5, -5, 0.0, -2, i, -4, -5, -0.2
> CCC(N1CCOC1=O)S(=O)(=O)c1ccc(C)cc1 (stereo unspecified)
→ 1, -10, 1, 13, -1.4, -6, i, -6, 10, 0.1
> COc1ccc(N(CC(=O)NCCSC2CCCCC2)S(=O)(=O)c2ccccc2)cc1OC
→ -6, -2, 5, 13, 0.7, 3, i, 1, -2, -0.5
> O=C(OCC(=O)N1CCCCC1)c1cc(=O)[nH]c2ccccc12
→ 9, -6, -26, 20, 0.5, 0, i, 2, 2, -0.4
> O=C(Nc1nc2c(c(=O)[nH]1)CCCC2)C1CC1
→ 2, 0, 4, 11, 1.2, -3, i, -6, 1, 0.0
> CC(=O)c1ccc(OCC(=O)Nc2cccc(C(=O)Nc3c(C)n(C)n(-c4ccccc4)c3=O)c2)cc1
→ 2, 7, 2, 11, -0.3, 1, i, -3, 6, -0.1
> COc1ccc(Oc2ncc(CN3CCN(c4ccccc4)CC3)s2)cc1
→ 0, -1, 6, 5, 2.1, -6, i, -6, -3, 0.1
> COCCCNC(=O)CC1C[C@H](C(=O)N2CCCCC2)[C@@]2(CCc3ccccc3)c3[nH]c4ccc(OC)cc4c3CCN2C1=O (stereo partly specified)
→ -5, -12, -5, -1, -0.7, 0, i, -5, 1, -2.9
> CCN1CCN(c2ccc(Cl)cc2NC(=O)c2ccco2)CC1
→ -4, -8, -2, 11, -0.4, 0, i, 0, 3, -0.2
> CN1CCN(C(=O)c2ccc3c(c2)N(Cc2cccc(Cl)c2)C(=O)c2ccccc2S3=O)CC1 (stereo unspecified)
→ 5, -7, 11, -1, -0.1, -2, i, -4, -1, -0.6
> O=C(NCC1CCCO1)c1cc(-c2ccco2)nc2ccccc12 (stereo unspecified)
→ -1, 9, -1, -8, 4.1, 4, ·, 44, 84*, -0.2
> Cc1ccc(C)c(C(=O)COC(=O)c2c(-c3ccccc3)noc2C)c1
→ -3, -11, 4, -4, 2.3, 3, i, -5, 3, -0.4
> COc1cccc2c(=O)n(CC(=O)NC3CCCC3)ccc12
→ 0, 2, 4, -7, -0.8, 1, i, -3, -1, 0.3
> COc1cc(C2C(C(=O)c3ccco3)=C(O)C(=O)N2CCc2ccccc2)ccc1O (stereo unspecified)
→ 6, -5, -8, 13, 4.0, 3, i, -10, -11, -0.1
> O=C(/C=C/c1ccccc1)NCC(=O)N/N=C/c1cccs1
→ 3, 6, -12, 2, -0.7, -2, i, -2, 0, -0.2
> COC(=O)c1cc(C#N)c(N2CCN(C)CC2)nc1C
→ 4, 10, -6, -12, 0.7, -3, i, -3, 5, -0.9
> O=C(Cc1ccccc1)NN1C(=O)C2C(C1=O)C1C=CC2C12CC2 (stereo unspecified)
→ -1, -11, -2, -7, -1.4, 7, i, -5, -4, -0.3
> COc1ccc(CCNC(=O)C(=O)NCC2OCCN2S(=O)(=O)c2ccc(OC)c(OC)c2)cc1 (stereo unspecified)
→ -2, 0, -3, 10, -0.2, 2, i, -1, -7, -1.0
> COc1ccc(/C=C/C(=O)OCC(=O)NCc2ccccc2Cl)cc1OC
→ -6, -6, -28, 8, -2.0, -2, i, -13, -4, -0.1
> CC(C)(C)NC(=O)CN1CCC(O)(c2ccc3c(c2)OCO3)CC1
→ 6, 13, 1, -6, 0.9, -1, i, -6, 6, 1.3
> CS(=O)(=O)c1cnc(-c2ccccc2)nc1Oc1ccc(F)cc1
→ -4, -12, 0, -17, 0.2, -4, i, -12, -2, -0.8
> COc1cccc(/C=N/NC(=O)c2ccccc2N(Cc2ccccc2)S(=O)(=O)c2ccccc2)c1OC
→ 9, 0, -2, 0, 4.4, 4, i, 0, -6, -0.4
> CCCCC(=O)NC1(C(F)(F)F)NC(=O)N(Cc2ccccc2)C1=O (stereo unspecified)
→ 1, 8, 3, 9, 0.0, 0, i, -5, 0, 0.0
> CCN(CC)C(=O)/C(=C\c1ccc2c(c1)OCO2)NC(=O)c1ccc(Br)cc1
→ 0, 13, -1, 11, 1.2, -6, i, -13, -5, -0.6
> COCc1cc(C)nc(N)c1C#N
→ -1, 2, -3, 1, 0.0, 2, i, -3, 0, -0.3
> Cc1cc(C(=O)OCC(=O)NC2CCCCC2)c(C)o1
→ 10, -6, 0, 16, -0.5, -4, i, 0, 1, -0.5
> Cc1cccc(OCCCN2CCCCCC2)c1
→ -4, 3, 1, -1, -2.8, -5, i, -9, -1, -1.8
> COc1ccc(N2CCN(C(=O)c3oc4ccccc4c3C)CC2)cc1
→ -2, -2, 7, 7, -0.8, 1, i, -3, 0, 0.5
> COCCCNC(=O)CN(c1cc(OC)ccc1OC)S(=O)(=O)c1ccccc1
→ 0, -2, 1, -12, 0.4, 1, i, 3, 4, 0.3
> Cc1ccc2nc(-c3cccc(NC(=O)c4ccco4)c3)[nH]c2c1
→ 2, 2, 9, 6, 1.4, -1, i, -5, -16, 6.0*
> CCOC(=O)C1C2C=CC3(CN(CCc4ccccc4)C(=O)C13)O2 (stereo unspecified)
→ 2, 7, 2, 9, 0.5, -2, i, -5, -1, -0.6
> O=C1c2ccccc2C(=O)N1CCCSc1nc2ccccc2o1
→ -6, 11, -8, 18, 2.0, 2, i, -11, -4, 0.2
> CN(Cc1ccc(C(F)(F)F)cc1)C(=O)C1CC(=O)N(Cc2ccco2)C1 (stereo unspecified)
→ -3, 1, 5, -4, -0.8, 0, i, 3, 2, -0.5
> COc1cc(C(=O)NCC(=O)N/N=C/c2ccc(OC(=O)c3ccco3)cc2)cc(OC)c1OC
→ -3, 8, -4, -13, 0.2, -3, i, -10, -6, -0.2
> CC(C)(C)c1csc(NC(=O)c2c(F)c(F)c(F)c(F)c2F)n1
→ 5, 0, 5, -19, -0.5, -1, i, -6, 2, -0.5
> Cc1nc(Nc2nc(CSc3ccc(Cl)cc3)cc(=O)[nH]2)nc2ccccc12
→ 3, -1, -3, 5, -1.0, 0, i, -4, 0, 0.2
> CC1Cc2ccccc2N1S(=O)(=O)c1ccc(Cl)nc1 (stereo unspecified)
→ -3, 3, 2, -8, 1.2, -1, i, -7, 8, -1.2
> O=C(Nc1ncc([N+](=O)[O-])s1)c1cccc([N+](=O)[O-])c1
→ -7, -10, -33, 8, -1.3, 0, i, -11, 0, 0.0
> COc1cc2[nH]c(C(=O)N3CCc4ccccc4C3)cc2c(OC)c1OC
→ -10, 0, 1, -23, 0.8, 2, i, -3, 1, -0.5
> N=c1n(CCN2CCOCC2)c2ccccc2n1Cc1ccccc1Br
→ 0, 1, 1, -3, 0.6, 0, i, -2, 0, -0.3
> COc1cccc(C2C3=C(N=c4s/c(=C\c5cccc(O)c5)c(=O)n42)c2ccccc2CC3)c1OC (stereo unspecified)
→ 40*, -35, 0, 8, 3.9, -1, i, -5, -28, -0.5

4 of the compounds above, as a markdown table:
| Structure | NadD block | CendR NRP1 mod | SUMO1-SIM PPI | SKN-1 inh | LMPTP block | STEP inh | Neddylation inh | Scp-1 inhibitor | DNMT1 inh | Tb MetRS inh |
| --- | --- | --- | --- | --- | --- | --- | --- | --- | --- | --- |
| COc1cccc(/C=N/NC(=O)c2ccccc2N(Cc2ccccc2)S(=O)(=O)c2ccccc2)c1OC | 9 | 0 | -2 | 0 | 4.4 | 4 | i | 0 | -6 | -0.4 |
| CCCCC(=O)NC1(C(F)(F)F)NC(=O)N(Cc2ccccc2)C1=O (stereo unspecified) | 1 | 8 | 3 | 9 | 0.0 | 0 | i | -5 | 0 | 0.0 |
| CCN(CC)C(=O)/C(=C\c1ccc2c(c1)OCO2)NC(=O)c1ccc(Br)cc1 | 0 | 13 | -1 | 11 | 1.2 | -6 | i | -13 | -5 | -0.6 |
| COCc1cc(C)nc(N)c1C#N | -1 | 2 | -3 | 1 | 0.0 | 2 | i | -3 | 0 | -0.3 |
